Screens as filed in PubChem.
FBW7 act = human FBW7 E3 ligase activation, primary screen | Q969H0 | AlphaScreen FBW7–phospho-cyclin E peptide binding, activator screen | normalized activity (activation), % at 26.1 µM | actives 0.13% (n = 650,000); in the data active = normalized activity above about 1.9%;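 note: purified mutant Fbw7 with reduced substrate affinity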
Target sequence (Q969H0 whole entry, looked up): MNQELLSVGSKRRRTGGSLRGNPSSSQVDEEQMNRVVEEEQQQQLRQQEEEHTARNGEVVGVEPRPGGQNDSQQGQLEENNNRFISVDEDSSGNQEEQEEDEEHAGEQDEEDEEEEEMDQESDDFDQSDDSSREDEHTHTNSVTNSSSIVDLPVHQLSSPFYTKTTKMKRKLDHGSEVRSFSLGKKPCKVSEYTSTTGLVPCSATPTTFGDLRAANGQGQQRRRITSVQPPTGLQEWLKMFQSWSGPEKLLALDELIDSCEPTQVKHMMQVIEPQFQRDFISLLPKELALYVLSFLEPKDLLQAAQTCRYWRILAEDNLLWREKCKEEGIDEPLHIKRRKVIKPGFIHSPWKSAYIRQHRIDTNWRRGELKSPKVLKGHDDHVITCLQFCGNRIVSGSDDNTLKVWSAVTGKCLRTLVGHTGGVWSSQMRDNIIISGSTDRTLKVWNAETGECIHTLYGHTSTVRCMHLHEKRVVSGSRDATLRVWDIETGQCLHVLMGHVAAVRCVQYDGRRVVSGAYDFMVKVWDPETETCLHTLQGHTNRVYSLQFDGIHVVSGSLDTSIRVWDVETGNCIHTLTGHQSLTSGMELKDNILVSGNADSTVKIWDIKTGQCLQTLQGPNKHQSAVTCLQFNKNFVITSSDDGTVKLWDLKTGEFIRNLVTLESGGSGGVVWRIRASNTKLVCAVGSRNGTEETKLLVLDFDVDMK
TEAD-YAP inh = TEAD-YAP interaction inhibition; actives 1.4% (n = 640,000); inhibition, % at 9.12 µM; HEK-TIYL cells, TEAD-Gal4/YAP UAS-luciferase luminescence; in the data active = inhibition above about 32%;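 note: 0% = median of test compound wells and 100% = reference inhibitor wells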
GPR151 activ = activates the human receptor GPR151 | Q8TDV0 | PathHunter beta-arrestin GPR151 cells, luminescence | activation, % at 11.2 µM | actives 1% (n = 650,000) | AID 1508602; in the data active = activation above about 4.9%;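 note: 0% = median of compound wells and 100% = cells with positive control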
Target sequence (Q8TDV0 whole entry, looked up): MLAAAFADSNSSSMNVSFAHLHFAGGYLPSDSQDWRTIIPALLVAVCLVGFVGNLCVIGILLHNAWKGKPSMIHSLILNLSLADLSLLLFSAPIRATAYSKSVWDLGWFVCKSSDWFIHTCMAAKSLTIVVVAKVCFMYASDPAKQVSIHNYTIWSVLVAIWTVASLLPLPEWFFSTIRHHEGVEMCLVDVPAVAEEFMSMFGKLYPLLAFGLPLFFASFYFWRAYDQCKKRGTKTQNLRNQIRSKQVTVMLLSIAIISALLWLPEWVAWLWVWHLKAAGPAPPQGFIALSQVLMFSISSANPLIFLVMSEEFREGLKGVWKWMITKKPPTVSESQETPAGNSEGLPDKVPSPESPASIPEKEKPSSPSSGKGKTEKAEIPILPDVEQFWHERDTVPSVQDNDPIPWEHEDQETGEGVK
MITF primary = human MITF inhibition, primary screen; actives 0.91% (n = 650,000); inhibition, % at 2.6 µM; AlphaScreen MITF homodimerization, bead proximity signal; O75030; in the data active = inhibition above about 50%;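 note: 0% = vehicle wells with protein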
* = called active by the depositor; . = no result given.

SMILES	FBW7 act	TEAD-YAP inh	GPR151 activ	MITF primary
CCc1nccn1S(=O)(=O)c1ccc(C)c(C)c1	-0.2	2.3	0.1	7.9
CCOC(=O)/C=C(/C)N1N=C(c2ccc(OC)cc2)CC1c1cccc([N+](=O)[O-])c1 (centres undefined)	-0.1	-15.3	0.6	-1.5
Cc1cc(NC(=O)NCCCN2CCc3ccccc3C2)ccc1Cl	-0.1	-1.0	2.4	-7.7
Cn1c(C(=O)O)c(CC(=O)Nc2ccccc2F)c2ccccc21	-0.1	3.3	0.4	-9.9
CCOc1cc(/C=C(\C#N)c2nc3ccccc3s2)ccc1O	0.3	-9.0	0.4	1.3
COc1ccc(C(=O)N/C(=C/c2cccc([N+](=O)[O-])c2)C(=O)Nc2ccc(OC)c(OC)c2)c(Cl)c1	-0.1	5.1	0.8	-12.2
Cc1noc(NS(=O)(=O)c2ccc(NC(=O)c3cccnc3)cc2)c1C	0.1	11.6	1.5	4.7
COc1ccc(N2CC(C(=O)Nc3ccc(Cl)c(Cl)c3)CC2=O)cc1 (centres undefined)	0.0	-4.3	1.4	-5.6
Cc1cc(S(=O)(=O)Nc2ccc(N3CCCC3=O)c(C)c2)ccc1F	-0.1	9.3	-0.9	-14.1
COc1ccccc1CNc1nc2ccccc2nc1NS(=O)(=O)c1ccc(F)cc1	0.1	-0.5	-1.2	9.5
CC(C)=NNC(=O)C1CC1(c1ccccc1)c1ccccc1 (centres undefined)	-0.1	-6.7	0.2	-2.0
CCOc1ccc(NC(=O)CN2CCC(n3cnc4cccnc43)CC2)cc1	0.0	-3.3	-0.3	3.0
CCc1cc(=O)[nH]c(NC2CCN(S(=O)(=O)c3ccc(C(F)(F)F)cc3)CC2)n1	1.0	11.2	-0.9	11.0
COc1ccc(NC(=O)C2=C(C)NC(=O)NC2c2cccc3ccccc23)c(OC)c1 (centres undefined)	0.6	-2.5	1.4	17.4
CCOC(=O)c1ccccc1NC(=O)CC1Nc2ccccc2NC1=O (centres undefined)	-0.1	2.4	-0.2	8.7
COc1cccc(C2=NN3C(C2)c2cccc(OC)c2OC3c2cccc(Cl)c2)c1 (centres undefined)	-0.1	29.5	1.1	3.9
C(=N\N1CCN(c2ccccn2)CC1)/c1cccs1	0.1	-24.1	2.3	13.4
Nc1cccc(-c2nc(NCCN3CCOCC3)c3ncn(CCN4CCCC4=O)c3n2)c1	-0.1	1.3	-1.5	15.6
Cc1ccc(C)c(CN2CCc3nnc(CCNC(=O)c4ccco4)n3CC2)c1	-0.3	-0.9	0.4	-0.4
Cc1ccc(Nc2nc(-c3ccc(S(=O)(=O)N4CCCCC4)cc3)cs2)cc1Cl	-0.2	6.0	-0.2	1.3
COc1ccc(C2CCN(C(=O)c3ccsc3)C2)cc1 (centres undefined)	0.0	8.3	0.0	5.6
Cc1cc2c(cc1C)CSC(c1cc([N+](=O)[O-])ccc1O)SC2	-0.2	-5.9	0.7	5.5
O=C(Cc1ccccc1)NC1CCCCCCC1	-0.1	-18.9	-0.3	-15.6
O=C(/C=C/Nc1cccc(Cl)c1Cl)c1ccco1	0.3	53.3*	-2.4	-2.8
CC(Oc1cccc(Cl)c1)C(=O)Nc1ncccc1Cl (centres undefined)	0.2	5.3	-0.1	2.7

The list goes on; it opens with the six that closed the last part.
SMILES	FBW7 act	TEAD-YAP inh	GPR151 activ	MITF primary
Cc1ccc(Nc2nc(-c3ccc(S(=O)(=O)N4CCCCC4)cc3)cs2)cc1Cl	-0.2	6.0	-0.2	1.3
COc1ccc(C2CCN(C(=O)c3ccsc3)C2)cc1 (centres undefined)	0.0	8.3	0.0	5.6
Cc1cc2c(cc1C)CSC(c1cc([N+](=O)[O-])ccc1O)SC2	-0.2	-5.9	0.7	5.5
O=C(Cc1ccccc1)NC1CCCCCCC1	-0.1	-18.9	-0.3	-15.6
O=C(/C=C/Nc1cccc(Cl)c1Cl)c1ccco1	0.3	53.3*	-2.4	-2.8
CC(Oc1cccc(Cl)c1)C(=O)Nc1ncccc1Cl (centres undefined)	0.2	5.3	-0.1	2.7
COC(=O)c1cccc(NC(=O)Cc2ccccc2)c1C	-0.1	-1.9	0.1	1.9
O=S1(=O)CC2SC(=S)N(CC3CCCO3)C2C1 (centres undefined)	0.7	-4.5	-0.5	4.5
CCCCc1c(C)nc(N/N=C/c2cccc(OC)c2O)[nH]c1=O	-0.6	-5.2	0.2	3.1
COCCNC(=O)C(C(=O)c1cccc([N+](=O)[O-])c1)n1cc(Cl)ccc1=O (centres undefined)	0.6	-0.8	2.0	7.7
CCN(CC)C(=O)CN1CCC(Nc2nc3c(c(=O)[nH]2)CCCC3)CC1	0.2	0.4	1.1	11.5
COc1ccccc1CNCc1nc(-c2ccccc2)no1	0.1	3.5	-0.3	10.1
c1ccc(N2CCN(c3cc(NC4CC4)ncn3)CC2)nc1	0.1	-16.1	0.2	-2.2
Cc1ccc(/C=C/C(=O)Nc2ccc(S(=O)(=O)N3CCCC3)cc2)o1	-0.1	11.9	-0.2	2.3
CS(=O)(=O)N(CCc1ccccc1)CC(=O)NCc1cccnc1	0.2	0.2	-1.4	2.9
CCOC(=O)C1CCN(C(=O)c2cc(=O)c3ccccc3o2)CC1	0.5	-0.4	0.1	18.3
COC(=O)c1ccccc1NC(=O)C(=O)NCc1ccncc1	-0.2	-14.3	1.6	2.0
CCn1ncc(C(C#N)c2nc3ccccc3s2)c(Cl)c1=O (centres undefined)	0.1	25.8	1.9	10.5
CC(=O)Nc1nnc(-c2ccc3c(c2)OCO3)s1	0.0	-23.7	1.3	17.4
CCOc1ccc(C2C(C(C)=O)=C(O)C(=O)N2Cc2ccco2)cc1 (centres undefined)	0.0	8.8	0.5	18.6
COCCNc1nnc(SCc2csc(-c3ccc(Cl)cc3)n2)s1	0.0	-12.9	-0.3	-6.2
O=C(N/N=C/c1ccc(O)cc1)c1ccc(=O)[nH]n1	0.0	-10.2	-1.0	4.3
Nc1ncc(-c2cncnc2)nc1NC1CCOCC1	0.0	2.5	-0.3	-3.7
O=C(Nc1cccc(I)c1)c1cc([N+](=O)[O-])ccc1Cl	0.6	45.2*	-0.1	7.8
CC1c2cccn2CCN1S(=O)(=O)c1ccccc1[N+](=O)[O-] (centres undefined)	0.0	8.0	-0.7	6.7
Cc1cc2nnc(SCC(=O)c3ccc4c(c3)OCO4)n2c2ccccc12	0.1	-6.2	1.1	9.6
COc1ccccc1N1CCN(C(=O)c2sc3ncnc(N4CCCCC4C)c3c2C)CC1 (centres undefined)	0.0	-3.5	-0.4	7.7
O=C(O)CCCC(=O)N1N=C(c2ccccc2)CC1c1ccc2c(c1)OCO2 (centres undefined)	0.2	4.1	0.5	-3.2
Cc1cc(O)cc(O)c1C(=O)Cc1cscn1	0.0	10.5	-1.0	7.6
Cn1c(=O)n(Cc2ccccc2)c(=O)c2c1nc(Br)n2Cc1ccccc1	-0.2	-1.1	-1.0	5.6
Cn1c(=O)n(C)c2cc(S(=O)(=O)Nc3ccc(Cl)cc3)ccc21	0.1	4.4	0.4	8.9

Retrieved by compound from above (4):
SMILES	FBW7 act	TEAD-YAP inh	GPR151 activ	MITF primary
COc1ccccc1N1CCN(C(=O)c2sc3ncnc(N4CCCCC4C)c3c2C)CC1 (centres undefined)	0.0	-3.5	-0.4	7.7
CCCCc1c(C)nc(N/N=C/c2cccc(OC)c2O)[nH]c1=O	-0.6	-5.2	0.2	3.1
O=S1(=O)CC2SC(=S)N(CC3CCCO3)C2C1 (centres undefined)	0.7	-4.5	-0.5	4.5
Cc1cc2nnc(SCC(=O)c3ccc4c(c3)OCO4)n2c2ccccc12	0.1	-6.2	1.1	9.6

(next part)
SMILES	FBW7 act	TEAD-YAP inh	GPR151 activ	MITF primary
Cc1ccc(-c2ccc(=O)n(CCC(=O)NC3CCCC(C)C3C)n2)cc1 (centres undefined)	-0.3	-8.0	1.6	3.5
CCOC(=O)c1c(/N=C/c2cc(OC)ccc2O)sc(C)c1C	0.4	8.0	-2.1	12.2
NS(=O)(=O)c1ccc(NS(=O)(=O)c2ccc(O)c(C(=O)O)c2)cc1	-0.1	8.0	0.7	1.6
CC(C)(CC(=O)NCCc1cc2ccccc2[nH]1)CC1=NS(=O)(=O)c2ccccc2N1	0.0	2.3	1.4	11.0
O=C(CN1CCN(c2ncccn2)CC1)NCC1CCCO1 (centres undefined)	0.3	8.0	0.1	9.5
CS(=O)(=O)NC(C(=O)O)c1ccccc1 (centres undefined)	1.1	8.4	-0.5	3.5
COc1ccc(C(=O)N2CCN(c3nc4c(OC)ccc(Cl)c4s3)CC2)cc1	0.0	-6.0	-1.6	30.3
Cc1ccc2c(c1)CN(CC(=O)N1CCNC(=O)C1)CC(C)O2 (centres undefined)	0.2	-0.9	-0.8	12.5
Cc1ccc(N2C(=O)C3C4C=CC(C4)C3C2=O)cc1C (centres undefined)	0.1	1.6	0.1	5.1
CC(=O)c1ccc(N2CCN(C(=O)C3CCC3)CC2)cc1	-0.3	-5.7	1.2	3.3
CCn1c(SCC(=O)Nc2ccccc2)nnc1-c1c[nH]c2ccccc12	0.2	2.7	1.7	-12.0
Cc1cc(=O)c2c(O)c3c(O)cc(O)c4c5c(O)cc(O)c6c(O)c7c(=O)cc(C)c8c1c2c(c34)c(c65)c78	-0.2	1.0	0.4	24.4
CCC1=NN2C(=N)/C(=C/c3ccc(OCCOc4ccc([N+](=O)[O-])cc4)cc3)C(=O)N=C2S1	-0.2	1.5	1.1	4.6
COc1ccc(C2=N/C(=C/c3cc(OC)c(OC)c(OC)c3)C(=O)O2)cc1	-0.1	-0.5	-1.1	0.0
CC(C)N1C(=O)/C(=C/c2ccc([N+](=O)[O-])s2)SC1=S	0.3	8.9	-1.7	4.8
CC1=NN2C(=N)/C(=C/c3ccc(OCCOc4cc(C)cc(C)c4)cc3)C(=O)N=C2S1	-0.2	-1.9	0.1	-4.7
Cc1nc(Cl)c(C(=O)NC(=O)NCCC(C)C)c(C)c1[N+](=O)[O-]	0.0	28.8	-0.7	-3.2
COc1ccc(C2C(C(=O)Nc3ccc(Cl)cc3)=C(C)Nc3ncnn32)cc1Br (centres undefined)	0.0	-3.4	0.4	5.2
CC(C)(Oc1ccc(Cl)cc1)C(=O)NC1=NCCS1	0.2	-0.7	-1.0	8.3
CCC(=O)N1c2ccc(S(=O)(=O)CCC(=O)Nc3nc(C)cs3)cc2CC1C (centres undefined)	0.1	-0.8	-0.6	-0.6
CCOc1cc(CN2CCN(C(=O)c3cccc(Cl)c3)CC2)ccc1OC	-0.1	2.4	-0.4	20.8
COc1ccc(OC)c(/C=C(\C#N)C(=O)Nc2ccc(Cl)cc2[N+](=O)[O-])c1	0.7	12.4	-0.4	10.8
COC1CCC(C(=O)N[C@H](Cn2nc(-c3cccs3)ccc2=O)C(C)C)CC1 (some centres undefined)	0.0	2.9	-0.2	6.3
COc1cc(C)c(CN2CCc3nnc(CNC(=O)C4CCC(=O)N4)n3CC2)cc1C (centres undefined)	-0.1	10.2	0.3	5.2
CCCc1nnc(NC(=O)OCC)s1	-0.1	-1.2	-0.7	-2.1
SMILES	FBW7 act	TEAD-YAP inh	GPR151 activ	MITF primary
O=C(NCCO)c1ccc(N=Nc2ccc(C(=O)NCCO)cc2)cc1	0.8	-9.3	-1.7	-14.7
CN(C)c1ccc(/C=N/NC(=O)c2cccc(I)c2)cc1[N+](=O)[O-]	-0.1	-6.6	0.6	6.3
Cc1ncsc1CCOC(=O)c1cccnc1	-0.1	-3.2	-0.5	21.3
COc1cccc(CN2CCCC(O)C2)c1O (centres undefined)	-0.1	15.8	-0.3	1.8
NS(=O)(=O)c1ccc(NNC(=S)NCCN2CCOCC2)c([N+](=O)[O-])c1	-0.4	-2.0	2.0	2.0
CN(C)c1ccc(CCCNC(=O)c2ccc(F)cc2)cc1	-0.3	-7.6	-0.1	9.0
COc1cccc(NC(=O)N(CCCN2CCOCC2)C(C)c2cc3ccccc3o2)c1 (centres undefined)	-0.1	-14.3	-0.1	-5.7
CCN1C(=O)C2C(c3cccc(F)c3)NC(CC)(C(=O)OC)C2C1=O (centres undefined)	0.0	-2.7	0.9	-1.6
Cc1cccc2cc(CN(C(=O)C(F)(F)F)C3CCCCC3)c3nnnn3c12	0.1	5.9	-0.1	0.8
O=C(Cn1nc(C(=O)O)c2ccccc2c1=O)NCc1ccc2c(c1)OCO2	-0.1	15.7	3.2	-2.0
CN(Cc1ccccc1)S(=O)(=O)c1cc(C(=O)Nc2cccc(C(F)(F)F)c2)ccc1F	0.0	-10.9	2.4	-4.2
CC(C)C(C(=O)NC1CCCCC1)N1Cc2ccccc2C1=O (centres undefined)	-0.1	12.4	2.8	2.6
COc1ccc(C)cc1N(CC(=O)Nc1cccc([N+](=O)[O-])c1)S(C)(=O)=O	0.4	12.6	-1.9	15.5
COc1cc(C=O)ccc1OS(=O)(=O)c1cccc([N+](=O)[O-])c1	-0.1	2.2	0.6	8.8
N#CC1=C(N)Oc2n[nH]c(-c3ccncc3)c2C1c1ccc2c(c1)OCO2 (centres undefined)	-0.4	-1.7	-0.6	-12.3
CC1=C(C(=O)Nc2cccc(F)c2)C(c2ccc3c(c2)OCO3)C2=C(CC(c3ccccc3)CC2=O)N1 (centres undefined)	0.1	1.4	0.2	-15.2
COc1cc(OC)cc(-c2cc3nc(C)c(CCC(=O)NCc4cccnc4)c(C)n3n2)c1	1.0	-2.5	-1.3	10.2
N#CCCCS(=O)(=O)c1nnnn1-c1ccccc1	-0.1	.	-0.6	13.3
CC(=O)N1CCN(c2ncnc3sc(C)c(C)c23)CC1	-0.1	16.7	2.5	9.4
COc1cc(OC)cc(-c2nnc(Nc3nc4c(OC)cccc4s3)o2)c1	-0.1	-0.8	2.0	-2.5
COc1cc(-c2nc3cc(Cl)ccc3o2)cc(OC)c1OC	-0.1	-5.3	-1.3	-2.0
CCC1CN(CCC(=O)NC2CCOCC2)Cc2cc(OC)ccc2O1 (centres undefined)	0.0	-3.4	1.1	-2.5
